# NCI-60 one-dose screen, 48 h, at 10 µM unless noted. Numbers give growth in % (100 = growth as untreated, 0 = no growth, -100 = all killed).
# RPMI-8226: RPMI-8226 leukemia cells | hit rate 7.5% among 77,000
# HOP-62: HOP-62 NSCLC | hit rate 3.9% among 80,000
# HOP-92: HOP-92 NSCLC cells | hit rate 6.3% among 71,000 | AID 1794738
# CCRF-CEM: CCRF-CEM leukemia | hit rate 7% among 77,000 | AID 1794778
# MOLT-4: MOLT-4 leukemia cells. hit rate 6.9% among 80,000. AID 1794779
# M14: M14 melanoma; hit rate 6.2% among 80,000; AID 1794745
# EKVX: EKVX NSCLC. hit rate 3% among 71,000
# A549/ATCC: A549/ATCC NSCLC. AID 1794740. hit rate 3.7% among 81,000
# An asterisk follows results filed as active; / = no result given; & = joins results of further samples; [ ] = another dose, or the depositor's remark. The calls were made as follows: active = growth percent below 10; inactive = the rest. Rows are unselected; overall some 12% were active at least once.
SMILES,RPMI-8226,HOP-62,HOP-92,CCRF-CEM,MOLT-4,M14,EKVX,A549/ATCC
O=c1[nH]c(=O)c2cc3ccccc3nc2[nH]1,104,101,89,96,116,112,92,106
C[N+]1(C)C2CC[C@@H]1CC(OC(=O)C(O)c1ccccc1)C2 (some centres not stated),94,117,91,93,126,105,99,/
O=C1/C(=C/c2ccccc2Cl)CCc2ccccc21,95,106,91,/,91,104,/,84
N#C/C(Sc1nc2sc3c(c2c(=O)n1Cc1ccccc1)CCCC3)=C1/SC=C(c2ccc(Cl)cc2)N1c1ccccc1,68,79,69,0.9*,92,91,106,100
O=C(Cc1c(-c2cccc([N+](=O)[O-])c2)n(-c2ncnc3c2c(-c2ccccc2)c(-c2ccccc2)n3Cc2ccccc2)[nH]c1=O)c1ccc(Cl)c(Cl)c1,13,45,-2.1*,51,42,33,11,45
COc1cc2c(c(OC)c1OC)C1(NCC2)C(=O)N(Cc2ccc(C)cc2)c2ccccc21 (configuration not stated),92,98,106,108,92,93,93,92
Cc1c(Cn2c(C)nc3c(C(=O)O)cc(N4CCOCC4)cc32)cccc1C(F)(F)F,104,79,88,80,60,89,101,90
C/C(=N/NC(N)=S)c1ccc(Nc2nc(SCC(C)C)nc(-c3ccc(F)cc3)c2C#N)cc1,34,-11*,-39*,52,44,28,0.0*,-2.2*
CSc1nn2c(-c3cc4ccccc4oc3=O)ccnc2c1C#N,97,88,105,104,104,100,82,101
CC1(c2ccc(F)cc2)OC(=O)c2c1ccc1ccccc21 (configuration not stated),86,103,90,85,87,123,103,89
CC1(C)C(=O)/C(=C\c2ccccc2[N+](=O)[O-])C[C@]2(C)[C@H]3CC[C@@H]4[C@@H](C(=O)/C=C/c5ccccc5[N+](=O)[O-])CC[C@@]4(C)[C@]3(C)CC[C@@H]12,71,108,72,34,72,87,103,83
O=C1C(=O)c2ccccc2C(O)=C1C1=C(O)c2ccccc2C(=O)C1=O,98,89,/,104,88,96,91,108
COc1ccc2c(c1)c(-c1nonc1-c1cn(C3O[C@H](COC(C)=O)[C@@H](OC(C)=O)[C@H](OC(C)=O)[C@H]3OC(C)=O)c3ccc(OC)cc13)cn2C1O[C@H](COC(C)=O)[C@@H](OC(C)=O)[C@H](OC(C)=O)[C@H]1OC(C)=O (some centres not stated),95,93,80,94,93,107,116,86
Oc1ccc2nc3nc4ccc[nH]c4cc3c2c1,92,90,112,93,81,101,109,86
CCN(CC)CCOC(=O)N1c2ccccc2Sc2ccccc21,86,89,73,69,96,93,106,89
COc1ccc2c(ccc3c(C(=O)/C=C/c4ccc(N(C)C)cc4OC)cc(C(=O)c4ccc(Br)cc4)n32)c1,109,105,118,/,100,88,96,105
O=C(Nc1cccc(C2=NCCN2)c1)c1ccc(-c2ccc(C(=O)Nc3cccc(C4=NCCN4)c3)cc2)cc1,25,113,91,89,81,78,96,75
O=S1(=O)CCN(C2CCCCCCC2)CC1,99,102,83,95,101,100,/,96
O=S(=O)(C/C(=N/O)c1ccc(Cl)cc1)c1ccccc1,93,105,96,89,93,108,/,97
CCCCNC(=O)NS(=O)(=O)c1ccc(CCl)cc1,93,101,79,94,104,108,/,95
CCOC(=O)C(=O)c1ccccc1,100,106,86,98,97,102,105,94
CCCCCCN1C(=O)C2C/C(=C\N(C)C)C(=O)N2C1N(C)C (configuration not stated),97,90,102,99,89,81,92,92
O=C1c2ccccc2C(=O)N1CNc1cccc(NCN2C(=O)c3ccccc3C2=O)c1,111,109,80,115,92,98,102,102
C/C(=C\CCc1ccoc1)CC/C=C(\C)CCCN1CCN(CCO)CC1,83,92,/,90,99,98,/,95
COc1cc(F)c(-c2nc3c(C)cccc3[nH]2)c(F)c1,95,108,83,87,85,94,106,83
Cc1cc([N+](=O)[O-])c(C)cc1C(=O)O,115,103,/,104,112,100,112,108
CCN(CC)CC[n+]1cc2cc(OC)c(OC)cc2c2ccc3cc4c(cc3c21)OCO4,-33*,-5.0*,15,1.0*,-5.5*,-54*,18,-41*
CC1=CC(=O)C(/C(C)=N/NC(=O)c2ccccc2NC(=O)c2ccccc2)C(=O)O1 (configuration not stated),95,85,88,75,88,110,83,83
O=C1CC(=O)c2ccccc21,96&81,89&86,92,101&107,90&102,97&143,90&73,88&109
c1ccc(Cc2c[nH]c3ccccc23)cc1,96,93,85,96,85,96,94,91
CN(C)C/C=C/C(=O)Nc1cn(C2CC2)c2cc(N3CCN(c4nccc(-c5nccs5)n4)CC3)c(F)cc2c1=O,93,93,92,54,77,91,88,88
Cn1ncc2c(=O)[nH]c(N)nc21,106,114,89,/,98,110,112,99
Cc1cccc(OCc2ccccc2)n1,116,95,121,115,101,112,103,110
C/C(=N\N=C(N)N)c1ccc(NC(=O)Nc2ccc(/C(C)=N/N=C(N)N)cc2)cc1,/,79,99,116,93,91,84,60
c1ccc(Cn2cc(-c3nc4ccccc4s3)c3cccnc32)cc1,100,96,98,112,105,106,80,104
C=C(C)[C@@H]1CCC=C2CC[C@]3(C)[C@H](CC[C@@H]4[C@@]5(C)CC=CC(C)(C)[C@@H]5CC[C@]43C)[C@H]21,107,104,126,94,61,104,114,92
NC(N)=N/N=C(/c1ccccc1)c1ccc(F)cc1,/,20,-17*,-14*,-10*,-3.2*,35,-15*
Nc1nn2c(-c3cc4ccccc4oc3=O)ccnc2c1N=Nc1ccc(F)cc1,109,120,107,111,123,113,113,120
COc1ccc(Cc2ncc(-c3ccc(N)cc3)o2)cc1OC,84,/,80,87,94,/,90,109
c1csc(-c2cn3ccnc3c(-c3cccs3)n2)c1,104,100,103,98,/,106,/,104
COc1cc2c(c(OC)c1OC)CCC(c1cccc(NC(=O)c3cccc(Br)c3)c1)O2 (configuration not stated),78,100,94,88,74,90,85,81
O=c1c2ccccc2nc(N/N=C/c2ccc(N3CCCCC3)cc2)n1-c1ccccc1,/,97,92,101,107,100,103,99
CN(C)C1(Cc2ccccc2)c2ccccc2-c2ccccc21,105,101,105,/,/,88,88,93
C/C(=N\Nc1ccccc1C(=O)O)C(=O)O,95,99,93,86,96,104,/,103
COCCOC(=O)Cc1ccc(OC)c(OC)c1,105,102,99,103,107,104,105,91
CCN(CC)Cc1cc(Nc2cc(C(F)(F)F)c(C#N)c3nc4ccccc4n23)ccc1O,0.3*,14,-30*,5.6*,4.1*,24,16,7.0*
CC1CCN(CN2N=C3c4ccsc4CCCC3CC2=O)CC1 (configuration not stated),84,99,81,91,94,95,76,101
O=C1OC(=O)C2C3CCC(O3)C12 (configuration not stated),105,102&98,91,96,100&86,121&99,129,97&96
O=c1cc(CO)occ1O,90,112,/,95,115,113,114,/
c1ccc(Cn2c3cc4ccccc4nc3c3cccnc32)cc1,86,77,81,97,102,112,98,100
O=S(=O)(NCCNc1nccc(-c2c(-c3ccccc3)nc3sccn23)n1)c1ccc(O)cc1,53,59,61,52,29,36,/,32
C[n+]1c(/C=C/c2ccccc2)ccc2ccccc21,69,91,70,87,90,97,25,14
CC(=O)c1ccc(S(=O)(=O)Cl)cc1,99,106,96,96,96,108,/,92
S=c1nc(Cc2nc3ccccc3s2)[nH][nH]1,94,87,82,98,102,95,94,101
O=[N+]([O-])c1cc(C(F)(F)F)cc2c1SC1=Nc3ccccc3CN12,108,106,91,102,109,102,96,95
O=C(C(Br)C(Br)c1ccccc1)C(Br)C(Br)c1ccccc1 (configuration not stated),-37*,3.7*,-61*,-44*,-43*,1.6*,/,29
C/C(=N\Nc1ccc([N+](=O)[O-])cn1)c1ccc(N)cc1,/,109,/,96,-12*,106,109,96
O=C(O)c1ccc(-c2nn(-c3ccc(C(F)(F)F)cc3)cc2CNc2ccc(Cl)cc2)cc1,57,93,87,69,82,76,80,50
COc1ccc(-n2cc(-c3ccc(Cl)cc3)nc2SCC(=O)c2ccc(Cl)cc2)cc1,86,86,67,80,81,95,100,90
O=C1CCCC=CC[C@H]2C=C(Cl)C(=O)C2=CC[C@H](CCCCC(F)(F)F)OC(=O)CCCC=CC[C@H]2C=C(Cl)C(=O)C2=CC[C@H](CCCCC(F)(F)F)OC(=O)CCCC=CC[C@H]2C=C(Cl)C(=O)C2=CC[C@H](CCCCC(F)(F)F)O1,4.9*[6.25 µM],86[6.25 µM],126[6.25 µM],8.4*[6.25 µM],15[6.25 µM],59[6.25 µM],98[6.25 µM],94[6.25 µM]

# Random excerpt: five records from the list, in no set order.
SMILES,RPMI-8226,HOP-62,HOP-92,CCRF-CEM,MOLT-4,M14,EKVX,A549/ATCC
c1ccc(Cc2c[nH]c3ccccc23)cc1,96,93,85,96,85,96,94,91
C/C(=N\Nc1ccccc1C(=O)O)C(=O)O,95,99,93,86,96,104,/,103
Nc1nn2c(-c3cc4ccccc4oc3=O)ccnc2c1N=Nc1ccc(F)cc1,109,120,107,111,123,113,113,120
CC1=CC(=O)C(/C(C)=N/NC(=O)c2ccccc2NC(=O)c2ccccc2)C(=O)O1 (configuration not stated),95,85,88,75,88,110,83,83
COc1ccc(Cc2ncc(-c3ccc(N)cc3)o2)cc1OC,84,/,80,87,94,/,90,109

# (cont.)
SMILES,RPMI-8226,HOP-62,HOP-92,CCRF-CEM,MOLT-4,M14,EKVX,A549/ATCC
CNC(=O)C1CCC(=O)N1Cc1c[nH]c2ccccc12 (configuration not stated),101,88,92,/,87,105,/,104
O=C(Nc1nc2ccc(OC(F)(F)F)cc2o1)Nc1c(F)cccc1F,88,100,77,89,87,102,96,92
CCN(CC)CCCC(C)Nc1c2ccccc2nc2c(Cl)cccc12 (configuration not stated),82,51,59,71,40,58,57,29
O=C1C(Cl)=CC(=NCl)C=C1Cl,84,90,/,91,105,103,84,101
CC[C@H](Nc1nc(N)nc(C2CC2)c1C#N)c1nc2cccc(NCc3ccc(C(=O)NO)cc3)c2c(=O)n1-c1ccccc1,4.1*,5.1*,-14*,8.9*,2.1*,-19*,0.3*,-31*
COc1cc(/C=C2/Oc3cc4occc4c(OC)c3C2=O)ccc1OCC(=O)Nc1ccccc1,79,90,75,80,72,75,88,81
Nc1cc(S(=O)(=O)c2ccc(O)c(N)c2)ccc1O,110,111,109,109,84,112,120,94
Cc1cc(NCCCCCCNc2cc(C)[n+](C)c3ccccc23)c2ccccc2[n+]1C,100,/,84,107,100,105,92,75
O=C1O[C@H]2CCCC[C@@H]2C12ON=C(c1ccc([N+](=O)[O-])cc1)S2=O (some centres not stated),102,94,95,104,103,97,98,101
Oc1ccccc1C=NCCN(CCN=Cc1ccccc1O)c1ccccc1,/,103,/,/,105,100,105,99
CC(=O)c1c(C)c(C)c(C(C)=O)c(C)c1C,101,107,86,100,108,106,92,93
O=c1cc(O)n(C2=NCCN2)[nH]1,104,109,/,101,89,94,/,87
[C-]#[N+]c1c(-c2ccc(OC)cc2)cc(-c2ccc(N)cc2)nc1N,80,99,104,78,80,113,/,107
COC(=O)c1cc(Cl)nc(S(C)(=O)=O)n1,104,96,94,102,103,102,106,92
c1cncc(-c2ccnc3nc(-c4ccncc4)nn23)c1,98,108,88,106,95,101,/,101
O=C(/C=C/c1ccc(OCc2ccccc2)cc1)c1c(F)cccc1F,95,106,92,84,92,98,/,103
COc1ccc(-c2ccnc3c2c(-c2ccc(Cl)cc2)nn3-c2ccccc2)cc1,108,107,/,105,102,99,101,97
CC(C)(C)SC(=S)SCC(=O)c1ccc(F)cc1,95,59,112,74,34,91,81,87
Cc1ccc2nc(C)c(C(=O)NCc3ccc(OCc4cn(Cc5ccc(Br)cc5)nn4)cc3)n2c1,/,86,93,83,89,101,77,86
CSc1nc2c(c(=O)[nH]1)C(c1ccc(Cl)cc1)C1=C(N2)/C(=C/c2ccc(Cl)cc2)CNC1 (configuration not stated),-13*,-2.5*,/,/,19,64,/,32
NC(C(=O)O)C1=CCC=CC1 (configuration not stated),109,105,106,97,99,103,/,93
Cc1nc(SCC(=O)Nc2nc(-c3ccc(Cl)cc3)cs2)n(Nc2ccccc2)c1C,/,57,/,/,41,48,35,29
CN1CCN(c2ccc(NCc3cn(-c4ccc(C(F)(F)F)cc4)nc3-c3ccc(C(=O)O)cc3)cc2C(F)(F)F)CC1,57,86,104,70,72,83,90,83
Cc1ccc(S(=O)(=O)OCC2C3C=CC(C3)C2COS(=O)(=O)c2ccc(C)cc2)cc1 (configuration not stated),73,93,/,/,69,89,/,81
CCCCNC1CC[C@@]2(C)[C@@H](CC[C@@]3(C)[C@H]2C(=O)C[C@H]2/C(=C(\CCC=C(C)C)C(=O)O)[C@@H](OC(C)=O)C[C@@]23C)[C@@H]1C (some centres not stated),100,101,89,98,100,101,102,101
Sc1ccc(Nc2c3ccccc3nc3ccccc23)cc1,44,92,77,97,94,97,/,61
CC1C(Br)C(=O)NC(=O)N1Cc1ccccc1 (configuration not stated),101,105,87,101,101,93,99,101
COc1cc(Cl)cc(-c2nn(C(=O)NCCN3CCCCC3)cc2-c2ccncc2)c1,/,102,/,/,98,117,88,102
O=C(Nc1ccc(Cl)cc1)N1CCN(c2ccc3nncn3n2)CC1,-21*,-11*,-22*,-9.5*,-42*,-87*,/,-12*
OCC1C2C=CC(C2)C1CO (configuration not stated),97,91,61,126,98,100,102,89

# Arranged by length of the SMILES (lowest first): 3 of the compounds above.
SMILES,RPMI-8226,HOP-62,HOP-92,CCRF-CEM,MOLT-4,M14,EKVX,A549/ATCC
OCC1C2C=CC(C2)C1CO (configuration not stated),97,91,61,126,98,100,102,89
Cc1nc(SCC(=O)Nc2nc(-c3ccc(Cl)cc3)cs2)n(Nc2ccccc2)c1C,/,57,/,/,41,48,35,29
CCCCNC1CC[C@@]2(C)[C@@H](CC[C@@]3(C)[C@H]2C(=O)C[C@H]2/C(=C(\CCC=C(C)C)C(=O)O)[C@@H](OC(C)=O)C[C@@]23C)[C@@H]1C (some centres not stated),100,101,89,98,100,101,102,101
